Tb PYK inh = blocks Trypanosoma brucei pyruvate kinase | hit rate 0.12% among 410,000 | AID 624173 | Q57TT1 | TbPYK enzyme, Kinase-Glo Plus ATP luminescence, 45 min | Potency, µM (series often up to 76.8 µM), for inactives: at the top dose activity, negative = inhibition, actives largely listed as inhibitors; note: potency is the fitted concentration of half-maximal effect; nearly all actives have a fitted effect of over 50% in size
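In this concentration-response screen, enzyme-free wells defined baseline while DMSO plates tracked drift. Each reaction combined TbPYK, substrate, compound and 130 uM ADP for 45 min at room temperature. Kinase-Glo Plus luminescence gave the signal.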
HCV inhibitor = blocks hepatitis C virus; Huh7.5.1 HCVcc-Cre infection, luciferase reporter, 44 h; Potency, µM (highest dose often 41.8 µM), without a hit: at the highest dose activity change, negative = inhibition, hits mostly inhibitors; hit rate 3.4% among 340,000; AID 651820; note: potency is the fitted concentration of half-maximal effect
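Compounds are dispensed onto cells plated 4 h earlier at 1,000 per well, with HCVcc-Cre virus (about 0.5 moi) added next. Following 44 h of culture, luminescent signal is measured for 15 sec after 15 min with substrate at room temperature.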
AmpC no deterg = blocks E. coli AmpC beta-lactamase in detergent-free assay; Potency, µM (top dose mostly 57.1 µM), for inactives: top-dose activity change, negative = inhibition, most hits filed as inhibitors; AmpC nitrocefin hydrolysis, absorbance 480 nm, 0.0001% Triton; hit rate 0.52% among 330,000; P00811;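 note: potency is the fitted concentration of half-maximal effect; plate controls were no compound for no effect and no enzyme for full effect; nearly all actives have a fitted effect of over 20% in size; some results filed as inactive show a strong effect at the top dose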
Target sequence (P00811 whole entry, looked up): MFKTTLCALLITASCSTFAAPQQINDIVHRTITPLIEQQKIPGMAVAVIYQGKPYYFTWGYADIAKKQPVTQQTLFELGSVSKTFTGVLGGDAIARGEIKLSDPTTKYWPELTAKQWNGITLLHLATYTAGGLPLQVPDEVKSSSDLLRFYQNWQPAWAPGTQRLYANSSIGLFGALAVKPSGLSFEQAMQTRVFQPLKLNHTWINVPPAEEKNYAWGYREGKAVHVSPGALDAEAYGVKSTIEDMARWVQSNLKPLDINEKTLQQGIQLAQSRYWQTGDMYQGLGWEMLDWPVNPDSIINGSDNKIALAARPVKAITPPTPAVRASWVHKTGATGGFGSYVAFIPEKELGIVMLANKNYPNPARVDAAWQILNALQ
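20 mM phosphate pH 7.0 + 0.01% (detergent screen) or 0.0001% Triton X-100; 5.3 nM AmpC reagent; cpd preinc 15 min RT; nitrocefin (800 uM stock) to start; A480 q20 s × 4 min; Activity was normalised to no-enzyme and no-compound control wells.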
HCMV antiviral = blocks human cytomegalovirus replication | HFF cells, HCMV-luciferase reporter, 72 h; active compounds read low | activity change, negative = inhibition, % at 57.5 µM | hit rate 4.5% among 410,000; in the data active = activity change below about -60%; inconclusive = no clear call, values can overlap the other calls; inactive = above about -39%
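Human foreskin fibroblasts infected with luciferase-reporter HCMV at MOI 1 PFU/cell, compounds at two doses. Luciferase measured 72 h post infection; normalized to buffer-only basal and Salinomycin (10uM) controls.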
LmPK inhibitor = LmPK (Leishmania mexicana) enzyme inhibition. Potency, µM (doses to about 57.5 µM), without a hit: at the top dose activity change, negative = inhibition, usual class: inhibitors. hit rate 0.37% among 290,000. purified LmPK, Kinase-Glo ATP luminescence, 1 h; note: potency is the fitted concentration of half-maximal effect
Target sequence (Q27686 whole entry, looked up): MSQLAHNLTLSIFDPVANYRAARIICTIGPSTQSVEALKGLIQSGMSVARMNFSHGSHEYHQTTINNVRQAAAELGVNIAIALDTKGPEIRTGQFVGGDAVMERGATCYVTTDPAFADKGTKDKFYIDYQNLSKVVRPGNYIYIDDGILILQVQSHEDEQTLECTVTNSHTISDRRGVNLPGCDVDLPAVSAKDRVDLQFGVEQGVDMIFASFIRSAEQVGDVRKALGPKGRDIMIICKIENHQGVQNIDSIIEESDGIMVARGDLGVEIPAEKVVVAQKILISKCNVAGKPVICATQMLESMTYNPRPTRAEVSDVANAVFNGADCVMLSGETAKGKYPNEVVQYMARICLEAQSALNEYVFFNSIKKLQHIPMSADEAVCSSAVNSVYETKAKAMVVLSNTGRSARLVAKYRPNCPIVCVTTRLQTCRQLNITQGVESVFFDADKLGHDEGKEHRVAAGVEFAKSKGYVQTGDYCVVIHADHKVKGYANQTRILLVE
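Kinase-Glo luminescence read after 1 h RT reaction of 0.1 nM LmPK with 0.5 mM PEP and 0.1 mM ADP. Activity scaled between uninhibited and enzyme-free controls.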
AmpC detergent = inhibitors of E. coli AmpC beta-lactamase with detergent; AmpC hydrolysis of nitrocefin, absorbance 480 nm, 0.01% Triton; Potency, µM (series often up to 114 µM), for inactives: top-dose activity change, negative = inhibition, hits mostly inhibitors; hit rate 0.041% among 370,000;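 note: potency is the fitted concentration of half-maximal effect; 0% = no-compound wells and -100% = no-enzyme wells; nearly all actives have a fitted effect of over 25% in size; some results filed as inactive show a strong effect at the top dose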
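AmpC (5.3 nM in the dispensed reagent) in 20 mM phosphate pH 7.0 with 0.01% (detergent screen) or 0.0001% Triton X-100 was preincubated with compounds for 15 min at room temperature. Nitrocefin was then added from an 800 uM solution, and hydrolysis was followed at 480 nm.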
AMA1 RON2 block = AMA1-RON2 (P. falciparum) interaction inhibition | AlphaScreen AMA1-biotinylated RON2 peptide binding | AID 720542 | hit rate 0.2% among 360,000 | Potency, µM (titrated, usually from 58.2 µM), for the others: at the top dose activity change, negative = inhibition, usual class: inhibitors;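 note: potency is the fitted concentration of half-maximal effect; 0% = vehicle wells and -100% = peptide control; nearly all actives have a fitted effect of over 45% in size; some results filed as inactive show a strong effect at the top dose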
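AMA1 (3D7) with his tag at 25 nM final met compounds first, then biotinylated RON2 peptide at 25 nM; detection used donor plus acceptor beads, 10 µg/mL apiece, read by AlphaScreen after 30 min at room temperature.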
Active calls of the source: *; ? = inconclusive; . = no result given; & = joins results of further samples; [ ] = dose if it differs, or a comment. Unless noted, calls come from the whole dose curve; as a rule, active = well fitted curve in the direction sought with a large enough effect; inconclusive = small, poorly fitted or top-dose-only effect, or another doubt; inactive = no such curve, though single readings can be large; an effect the other way counts as inactive or inconclusive. Unless noted, % is set by controls: 0 for no effect and ±100 for the full control effect.

SMILES	Tb PYK inh	HCV inhibitor	AmpC no deterg	HCMV antiviral	LmPK inhibitor	AmpC detergent	AMA1 RON2 block
CCc1nnc(SCC(=O)NC2CC2)n1CC	1%	13%	13%	11	1%	?	0%
CCCCC(=O)NC(c1ccccc1)c1ccc2cccnc2c1O (configuration not stated)	-5%	2.8µM*	-33%	-100*	2%	-20%	-26%
Cc1ccc(-c2noc(CN(C)C(=O)c3ccoc3C)n2)cc1	-1%	-22%	17%	19	-9%	-10%	0%
CCCCCCCCNS(=O)(=O)CCNCc1ccccc1	4%	4%	.	-10	.	.	4%
CCN(CC)C(=O)CN(c1cc(Cl)ccc1OC)S(=O)(=O)c1ccc(C)c([N+](=O)[O-])c1	-4%	?	36%	-37	2%	?	-5%
COc1ccc(N=Cc2c(O)c3ccccc3n2C(C)=O)cc1	-3%	?	1%	0	-24%	3%	0%
COc1ccc(OC)c(NC(=O)Nc2nc(C(C)N)cs2)c1 (configuration not stated)	2%	.	.	-7	.	.	52%[activator]
Cc1cc(NC(=O)CN2C(=O)CSc3ccc(S(=O)(=O)N(C)C)cc32)ccc1Br	-5%	.	.	0	.	5%	.
O=C1CC(c2ccccc2)CC(O)=C1C=Nc1ccc(Cl)cc1 (configuration not stated)	-6%	0%	-31%	-18	-2%	-5%	-5%
CCN(CC)c1ccc(/C=C(/C#N)c2nc3ccc(C)cc3[nH]2)c(OC(C)C)c1	1%	2.8µM*	-28%	?	-1%	-6%	17%
N#Cc1ccccc1S(=O)(=O)N1CCN(Cc2c(O)ccc3ccccc23)CC1	6%	-1%	-27%	25	.	-4%	5%
CC[C@@H](C)[C@@H]1CN([C@@H](C)CN2CCC[C@H]2CN2C(N)=NC[C@H]2CC(C)C)C(=N)N1CCc1ccc(Cl)c(Cl)c1	-11%	-1%	4%	14	.	.	9%
Cc1cccc(C)c1NC(=O)Cn1c(=O)n(CCCC(=O)NCc2ccco2)c(=O)c2sccc21	2%	-7%	14%	-12	5%	-3%	-3%
COc1ccc(/C=N/Nc2cc(C)nc(N3CCOCC3)n2)c(OC)c1	2%	?	0%	18	-3%	-1%	0%
Cc1nn(Cc2cccc(C(=O)NCC(C)C)c2)c(C)c1Br	-21%	?	24%	-15	2%	?	1%
Cc1ccc(S(=O)(=O)NC(=O)C2(C)CCN2C(=O)CCc2ccc(Cl)cc2Cl)cc1 (configuration not stated)	1%	.	.	20	.	.	12%
Fc1ccc(C2CCCN2Cc2nc(Cc3ccccc3F)no2)cc1 (configuration not stated)	-2%	1%	9%	?	-2%	0%	11%
CCSC1=C(C#N)C(c2ccc(OC)c(OC)c2)CC(=O)N1 (configuration not stated)	-2%	?	-16%	9	3%	4%	2%
COc1ccc2[nH]c3c(Cl)ncnc3c2c1	-5%	?	-19%	8	-8%	0%	-5%
COC(=O)CNC(=O)C1CCCN1C(=O)CNC(=O)OCc1ccccc1 (configuration not stated)	-3%	6%	-7%	-15	-3%	-4%	3%
COc1ccc(CNC(=O)c2ccc3c(c2)N(Cc2cccc(Cl)c2)C(=O)c2ccccc2S3)c(OC)c1	7%	.	.	-31	.	8%	.
Cc1ccc(SCC(=O)NNC(=O)CNC(=O)c2ccc(Br)cc2)cc1	0%	1%	1%	-16	.	.	79%[activator]
COC(=O)CNc1nc(Cl)nc(N2CCC(C)CC2)n1	4%	7%	-17%	?	-1%	4%	-1%
CCC(C)c1ccc(NC(=S)NCCn2cc(Br)cn2)cc1 (configuration not stated)	-6%	-26%	-9%	-15	4%	?	-6%
CC(C)(C)C(=O)NC(=S)Nc1ccc(Cc2ccncc2)cc1	0%	?	47%	-32	3%	-2%	0%
Following part.
SMILES	Tb PYK inh	HCV inhibitor	AmpC no deterg	HCMV antiviral	LmPK inhibitor	AmpC detergent	AMA1 RON2 block
CC(C(=O)NCc1ccccc1)N1C(=O)c2ccccc2C1=O (configuration not stated)	1%	16%	-16%	6	0%	?	5%
Cc1nc(-c2cccnc2)sc1C(=O)Nc1ccc(F)cc1F	.	5%	-12%	-4	-2%	-7%	0%
COc1ccc2oc(C(=O)OC(C)C(=O)N3C(C)CCCC3C)c(C)c2c1 (configuration not stated)	0%	-30%	115%[activator]	-29	.	.	-14%
COc1ccc(NC(=O)CN2CCN(Cc3ccc4c(c3)OCO4)CC2)cc1OC	5%	-2%	-2%	-12	-24%	5%	?
Cc1ccc(NC(=O)COc2ccc3oc4c(c3c2)CCCC4)nc1	-5%	-2%&0%	-15%	?	-5%	11%	5%
O=[N+]([O-])c1cccc(-c2nc(-c3cccs3)c(-c3cccs3)[nH]2)c1	3%	13µM*	-44%	4	-2%	1%	-2%
NC(Cc1ccc(F)cc1)c1csc(NC(=O)NC(c2ccccc2)c2ccccc2)n1 (configuration not stated)	-3%	.	.	-103*	.	.	52%[activator]
Cc1cccn2c(CNC3CCCc4ccccc43)c(C(=O)N3CCCCC3)nc12 (configuration not stated)	-7%	-5%	134%[activator]	-8	0%	-14%	-8%
Cn1cc(CN2CCCC(CO)(Cc3ccccc3)C2)c2ccccc21 (configuration not stated)	-1%	?	23%	?	1%	-6%	-6%
COc1ccc(NC(=O)CSCC(=O)Nc2ccc(S(=O)(=O)N3CCOCC3)cc2)cc1	-12%	?	-19%	-4	.	-1%	25%
CCCCNC(=S)Nc1ccc([N+](=O)[O-])cc1	-15%	?	-30%	-75*	0%	-6%	7%
CCc1nnc(NC(=O)CSc2nnc(CNC(=O)c3cc(OC)c(OC)c(OC)c3)o2)s1	2%	7%	-11%	-13	5%[11.5 µM]	3%	120%[activator]
Cc1ccsc1/C=C1\Oc2cc(OCC(=O)c3ccccc3)ccc2C1=O	-1%	0%	-34%	53	-1%	?	-2%
COc1ccc(S(=O)(=O)NCc2cccnc2)cc1OC	1%	4%	-6%	23	1%	?	-4%
O=c1c2[nH]c3ccccc3c2ncn1Cc1cccnc1	-1%	26%	-7%	53	3%	6%	21%
O=S(=O)(NCC(c1ccco1)S(=O)(=O)c1ccccc1)c1cc(F)ccc1F (configuration not stated)	5%	.	.	-69*	.	-1%	.
Cc1cc(C)c(-c2c(O)c3c(n(C)c2=O)CC(C)(C)CC3=O)c(C)c1	-9%	2%	-16%	22	6%	?	7%
O=C1NC(c2ccc(Br)cc2)Oc2ccccc21 (configuration not stated)	2%	12%	-28%	-17	0%	-4%	8%
CCn1c(SCC(=O)NCc2ccc3c(c2)OCO3)nnc1-c1cccs1	-1%	9%	-17%	25	-1%	-9%	-21%
Cc1cc(C)cc(C(=O)NCCc2sc(-c3ccc(F)cc3)nc2C)c1	5%	.	.	-16	.	20%	.
CCOC(=O)c1ccc(N=Cc2c(O)n(-c3ccc(OC)cc3)c(=S)[nH]c2=O)cc1	-2%	8%	-26%	5	1%	4%	7%
S=C(Nc1ccccc1)Nc1ccc(Cl)cn1	-5%	?	-5%	.	3%	-9%	27%
COc1ccc(S(=O)(=O)N(CCc2ccccc2)CC(=O)NC(C)C)cc1	1%	-3%	11%	67	0%	-5%	2%
Cn1c(=O)[nH]c(=O)c2c1nc(Br)n2CCSc1nc2ccccc2o1	-2%	6%	-11%	7	7%	1%	3%
Cc1nc2ccc(NC(=O)NCCCO)cc2s1	0%	11%	-3%	66	-4%	?	5%
Carrying on:
SMILES	Tb PYK inh	HCV inhibitor	AmpC no deterg	HCMV antiviral	LmPK inhibitor	AmpC detergent	AMA1 RON2 block
O=C(Cc1cccs1)Nc1cccc([N+](=O)[O-])c1	-3%	-5%	-44%	-32	2%	3%	-3%
CCCN(C(=O)c1cc(C)ccc1C)c1c(N)n(Cc2ccccc2)c(=O)[nH]c1=O	-2%	13%	-16%	-11	.	?	-3%[11.6 µM]
CCCN(CCC)S(=O)(=O)c1ccc(C)cc1	3%	-24%	-13%	-27	-1%	?	-4%
Cc1occc1-c1nnc(SCC(=O)N2CC(=O)Nc3ccccc32)n1CC(C)C	-1%	-7%	-22%	-22	-7%	?	-9%
COc1ccc(CNC(=O)CNC(=O)c2c(C)nn(C)c2Cl)cc1	2%	15%	-3%	-19	-3%	-1%	-11%
CCOC(=O)c1ccc(CN(Cc2ccccc2)S(=O)(=O)c2ccc(Cl)cc2)cc1	-2%	.	.	-6	.	7%	.
Cc1ccc(CN2C(=O)CC(c3ccc(Cl)cc3)c3c(C)nn(-c4nc(C)cc(C)n4)c32)cc1 (configuration not stated)	-9%	.	.	-37	.	25%	.
CCOC(=O)c1[nH]c2ccccc2c1NC(=O)c1cc(OC)cc(OC)c1	-1%	.	.	6	.	10%	.
COc1ccccc1NC(=O)C1C2C=CC3(CN(Cc4cccnc4)C(=O)C13)O2 (configuration not stated)	-2%	-2%	-4%	6	1%	10%	17%
COc1cc(NC(=O)CN2C(=O)c3ccccc3S2(=O)=O)c(OC)cc1Cl	-3%	12%	-23%	39	2%	?	-11%
COc1ccc([C@@H]2[C@@H]3C(=O)N(C(C)(C)C)C(=O)[C@@H]3[C@]3(CC(C)C)C(=O)N(c4cccc(F)c4)C(=O)N23)cc1	1%	8%	108%[activator]	74	.	-3%	-3%
CCCCN(C(=O)C1=NN(c2ccccc2)C(=O)CC1)c1c(N)n(CC(C)C)c(=O)[nH]c1=O	1%	0%	-28%	64	.	-18%	0%
CCn1c(Cc2ccccc2)nnc1SCC(=O)N1CCCC1=O	1%	.	-10%	-11	0%	1%	5%
COc1ccccc1NC(=O)COc1ccc(/C=N/NC(=O)CSCc2cc(C)cc(C)c2)cc1	1%	-27%	-12%	5	1%	-11%	-7%[11.6 µM]
CC(C)N(C(=O)CSc1nnnn1-c1ccc2c(c1)OCO2)C(C)C	-1%	-3%	8%	-6	-3%	-2%	13%
Cn1nc(C(=O)N2CCN(c3ccc(F)cc3)CC2)c2c1-c1ccccc1S(=O)(=O)C2	0%	-1%	39%	-38	8%	-8%	-8%

Single records (already shown). Order of screens: Tb PYK inh, HCV inhibitor, AmpC no deterg, HCMV antiviral, LmPK inhibitor, AmpC detergent, AMA1 RON2 block
COc1ccc(S(=O)(=O)NCc2cccnc2)cc1OC is listed with 1%, 4%, -6%, 23, 1%, ?, -4%
O=C1CC(c2ccccc2)CC(O)=C1C=Nc1ccc(Cl)cc1 (configuration not stated) is listed with -6%, 0%, -31%, -18, -2%, -5%, -5%
Cc1ccc(CN2C(=O)CC(c3ccc(Cl)cc3)c3c(C)nn(-c4nc(C)cc(C)n4)c32)cc1 (configuration not stated) is listed with -9%, ., ., -37, ., 25%, .
COc1ccc(CNC(=O)c2ccc3c(c2)N(Cc2cccc(Cl)c2)C(=O)c2ccccc2S3)c(OC)c1 is listed with 7%, ., ., -31, ., 8%, .
